# Pf gamet viab = kills late stage P. falciparum gametocytes | P. falciparum stage V gametocytes, ATP luminescence, 24 h | inhibition, % at 10.9 µM | 0.065% of 150,000 active | AID 743093;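 active means inhibition above the mean plus 3 SD of compounds within the control limits, set per campaign, cut at about 38% in these data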;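 further: 0% = DMSO wells and 100% = medium only without gametocytes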
# Mcl1-Noxa inh = Mcl-1/Noxa interaction inhibition; TR-FRET Mcl-1/Noxa peptide binding, 2 h; inhibition, % at 21.7 µM; 1.5% of 220,000 active; AID 1022;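 active means compounds that cut the protein-peptide binding signal by more than 50% relative to plate controls in a single-dose test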;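 further: His-tagged Mcl-1 with rhodamine Noxa BH3 peptide and terbium anti-His antibody; 0% = Mcl-1 plus Noxa peptide wells and 100% = peptide-only wells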
# Target sequence (Q07820 whole entry, looked up): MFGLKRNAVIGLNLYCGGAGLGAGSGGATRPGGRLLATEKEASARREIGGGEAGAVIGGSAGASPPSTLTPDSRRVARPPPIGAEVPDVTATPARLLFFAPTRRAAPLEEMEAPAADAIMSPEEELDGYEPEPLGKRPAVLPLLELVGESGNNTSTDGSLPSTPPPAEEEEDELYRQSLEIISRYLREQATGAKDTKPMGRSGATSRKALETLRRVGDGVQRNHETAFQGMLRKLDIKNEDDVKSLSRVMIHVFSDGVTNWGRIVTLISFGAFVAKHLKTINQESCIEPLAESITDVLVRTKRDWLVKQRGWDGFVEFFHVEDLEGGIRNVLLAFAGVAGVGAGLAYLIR
# Avidin bead fluor = compound fluoresces at 488/530 nm on avidin beads; 0.38% of 220,000 active; compound fluorescence 488/530 nm, flow cytometry; active compounds read high; fluorescence (KMESF) at 10 µM; in the data active means fluorescence above about 47; further: inactives centre near 10
# * hit, by the source's call; & = joins results of further samples. This is a subset. The share of hits here may be higher or lower than overall.
cpd	Structure	Pf gamet viab	Mcl1-Noxa inh	Avidin bead fluor
1	S=c1[nH]ncn1/N=C/c1cccs1	1	1	9
2	O=C(Nc1ccc(F)cc1)c1ccc(S(=O)(=O)N2CCOCC2)o1	10	3	5
3	COc1ccc(OCC(O)CNC(=O)c2cccs2)cc1 (centres undefined)	-45	-1	4
4	COc1ccc(CCN2C(=O)CC(Cc3ccccc3)C2=O)cc1OC (centres undefined)	15	10	7
5	COc1ccc(OCC(=O)N(Cc2ccco2)C2CCS(=O)(=O)C2)cc1 (centres undefined)	10	7	8
6	O=C(N/N=C/C=C\c1ccccc1[N+](=O)[O-])c1cccnc1	-4	9	8
7	O=S(=O)(c1cccc(-c2n[nH]c(=S)n2Cc2ccccc2)c1)N1CCOCC1	4	8	5
8	O=C1CC(Sc2ccc(Cl)cc2)C(=O)N1c1ccc2c(c1)OCCO2 (centres undefined)	-16	12	8
9	CCN(CC)S(=O)(=O)c1ccc2c(c1)nc(CCC(=O)O)n2C	20	17	3
10	Nc1nnnn1CC(=O)N/N=C/C=C/c1ccccc1	0	13	8
11	CC(=O)NNC(=O)c1cc2sccc2s1	16	-19	2
12	CNC(=S)N/N=C/c1c(C(=O)OC)cnn1-c1ccc(F)cc1F	-2	3	31
13	Nc1nccc(-c2nn(-c3ccc(Cl)cc3)ccc2=O)n1	5	7	3
14	COc1ccccc1OCC(=O)N/N=C1\CCCCc2ccccc21	-5	15	6
15	CC(C)C(=O)Nc1nnc(-c2ccco2)s1	-12	-8	7
16	CCN(CC)c1ccc(NC2CC(=O)N(CCc3ccc(OC)cc3)C2=O)cc1 (centres undefined)	-15	33	10
17	CC(=O)Nc1nnc(-c2c(-c3ccccc3Cl)noc2C)o1	1	9	4
18	Cc1ccc(-c2csc(N=C(N)N)n2)c(C)c1	6	2	5
19	CCCSC1=C(C#N)C(c2cccs2)CC(=O)N1 (centres undefined)	1	12	5
20	O=c1c2ccccc2c(C=Nc2ccc(O)cc2)c(O)n1Cc1ccccc1	4	24	8
21	Cc1[nH]c2ccccc2c1C(O)CN1CCC2(CC1)OCCO2 (centres undefined)	-10	-16	3
22	O=C(CN1CC[n+]2c(-c3ccccc3)csc21)c1ccc(Br)cc1	-11	-35	6
23	O=C(Nc1ccc(CN2CCS(=O)(=O)CC2)cc1)c1ccccc1	3	-22	5
24	c1ccc(-c2nc(-c3ccncc3)n[nH]2)nc1	-18	-34	2
25	CCOC(=O)c1sc(NC(=O)C(CC)Sc2nnc3c4ccccc4n(CC)c3n2)nc1C (centres undefined)	-6	-19	6
26	Cc1ccc(NC(=O)CSc2nnc(-c3ccccn3)n2N)cc1F	-8	21	5
27	COc1ccccc1-n1c(SCC(=O)OC(C)C)nc2cccnc21	-1	-11	8
28	CSc1cccc(NC(=S)N(CCC(C)C)C(C)c2ccncc2)c1 (centres undefined)	3	-9	10
29	Cn1nc(C(C)(C)C)cc1C(=O)NNC(=O)c1ccc(C(F)(F)F)cc1	5	7	7
30	Cc1cccc(CSc2nnc(-c3cnccn3)n2C)c1	-9	-2	5
31	Cn1nc(C(F)(F)F)c(-c2cccc(C(F)(F)F)c2)c1NC(=O)CSCC(=O)O	-7	1	8
32	CC(=C\c1ccco1)/C=C1/SC(=S)N(CC(=O)O)C1=O	-16	28	5
33	O=C(NCc1ccco1)c1ccc2c(c1)N(Cc1ccc(Cl)cc1)CCS2	-1	-31	8
34	N#Cc1c(-c2ccccc2Cl)c2c([nH]c1=O)-c1ccccc1OC2	3	15	8
35	CCOC(=O)C(C)Oc1ccc(NC(=O)C(Cl)Cl)cc1 (centres undefined)	11	-1	7
36	Cc1ccc(-c2c[n+](CC(=O)Nc3ccc(C)cc3C)c3n2CCC3)cc1	11	3	6
37	COc1ccc(CN(C(=O)c2cc3ccccc3oc2=O)C2CCS(=O)(=O)C2)cc1 (centres undefined)	5	-38	3
38	C/C(=N/NC(=O)c1ccc2c(c1)OCCO2)c1ccc([N+](=O)[O-])cc1	-19	-2	8
39	CCc1cc(C(=O)O)c(NC(=O)/C=C/c2ccc(OC)cc2)s1	2	43	6
40	CCOc1ccc2[nH]c3c(N4CCN(C(=O)c5ccco5)CC4)ncnc3c2c1	4	12	7

# Pulled by compound from above (2):
cpd	Structure	Pf gamet viab	Mcl1-Noxa inh	Avidin bead fluor
26	Cc1ccc(NC(=O)CSc2nnc(-c3ccccn3)n2N)cc1F	-8	21	5
33	O=C(NCc1ccco1)c1ccc2c(c1)N(Cc1ccc(Cl)cc1)CCS2	-1	-31	8

# Carrying on.
cpd	Structure	Pf gamet viab	Mcl1-Noxa inh	Avidin bead fluor
41	O=c1[nH]nc(-c2ccc(F)cc2)cc1Cc1ccccc1	-6	-10	8
42	CCC(CO)NC(=O)c1ccccc1C(F)(F)F (centres undefined)	-35	-12	7
43	COc1ccc2[nH]c3c(N4CCc5ccccc5C4)ncnc3c2c1	-7	62*	8
44	CCC(=O)N/C(=N/c1nc(C)cc(C)n1)Nc1ccccc1	-10	-24	4
45	c1ccc(CN2CCOCCOCCOCCOCC2)cc1	-11	-20	6
46	CC(=O)c1ccc(OCC(=O)NCC2(N3CCCCC3)CCCCC2)cc1	-4	-2	6
47	CCC1=NN(C(=O)Cc2ccc([N+](=O)[O-])cc2)C(O)(C(F)(F)F)C1 (centres undefined)	-12	24	4
48	C/C=N/N(c1ccccc1)c1ccccc1	-7	-9	6
49	CCOC(=O)C1CCN(C(=O)Nc2c(-c3ccccc3)noc2C)CC1	1	5	12
50	O=C(O)c1ccc(/C=N/O)cc1	4	-4	2
51	C(=N\NCc1ccccc1)/c1ccc2nccnc2c1	5	-14	5
52	COc1ccc(C(=O)c2cnc[nH]2)cc1	-1	0	7
53	O=C(O)/C=C/c1ccccc1[N+](=O)[O-]	1	14	2
54	COC(=O)c1ccc(COc2ccc(/C=N/NC(=O)C(=O)Nc3ccc(OC)cc3)cc2OC)o1	3	-4	8
55	c1ccc(C2[C@H]3CN(Cc4cccnc4)[C@H](c4ccccc4)C34CC2(c2ccccc2)C4)cc1 (some centres undefined)	6	16	7
56	N#CCCN(Cc1ccccc1)C(=O)Nc1ccccc1	-20	15	7
57	Cc1ccc2c(c1)C(=O)CC(O)(C(F)F)O2 (centres undefined)	12	-12	3
58	CS(=O)(=O)NNC(=O)c1csc(Cc2c(Cl)sc3ccc(Cl)cc23)n1	6	6	8
59	CC(=O)Nc1ccc(/C=N/NC(=O)c2cc(-c3ccco3)nc3ccccc23)cc1	7	15	6
60	COc1cc2c(cc1OC)CN(C(=O)/C=C/c1cccs1)CC2	20	18	8
61	c1ccc2c(c1)CCCN2c1nc(N2CCOCC2)nc(N2CCOCC2)n1	0	4	3
62	COc1ccccc1N1CCN(C(=S)NC(=O)/C=C/c2ccc(F)cc2)CC1	-14	-64	4
63	O=C(c1ccc(CNc2c(N3CCCC3)c(=O)c2=O)cc1)N1CC=C(c2ccccc2)CC1	1	7	6
64	O=C(NCCc1ccccn1)c1cccnc1Oc1ccc(Cl)cc1	3	14	4
65	O=c1cc(O)c(-c2ccc(Cl)cc2)c(Cl)[nH]1	7	19	8
66	Cc1ccc(Nc2cc(C)c3c(O)cccc3n2)cc1C	0	54*	6
67	N#C/C(=C\c1cccc(O)c1)C(=O)Nc1ccc2c(c1)OCCO2	9	12	2
68	N#C/C(=C\c1ccc(O)cc1)c1nc2ccccc2o1	-1	15	8
69	S=C1SCN(Cc2ccco2)CN1Cc1ccco1	-18	24	7
70	Cn1c(SCc2ccc(Cl)cc2)nnc1-c1ccc2nonc2c1	4	7	6
71	COc1ccc(C(=O)NC(=S)Nc2ccc(N3CCN(C(C)=O)CC3)cc2)cc1[N+](=O)[O-]	9	14	5
72	COc1cc(OC)cc(C(=O)Nn2cnnc2)c1	-9	-5	6
73	CN(C)/C=C/C(=O)c1c(F)cccc1F	6	0	8
74	N#C/C(=C(/O)C(Cl)(Cl)Cl)c1nc2ccccc2[nH]1	-4	49	8
75	COC(=O)c1sc(NC(=S)NC(=O)c2ccc(C)cc2)nc1C	-2	7	6
76	CCN1CCN(c2nc3ccccn3c(=O)c2/C=C(\C#N)S(=O)(=O)c2ccccc2)CC1	2	34	4
77	N#C/C(=C\Nc1ccc2c(c1)OCCO2)C(=O)NCc1ccco1	-4	17	6
78	Cn1nc(C(F)(F)F)c(-c2ccc(F)cc2)c1NC(=O)CSCC(=O)O	-6	-4	9
79	NC(=S)c1c(Cl)cc(C(F)(F)F)cc1Cl	-5	2	4
80	COc1ccc(/C=C2\N=C3CCCN3C2=O)cc1	-11	18	8
81	Cc1cc(C)n2c(SCC(=O)Nc3ccc(F)cc3)nnc2n1	1	-8	7
82	O=C(O)CC1(CC(=O)NCc2cc(F)cc3c2OCOC3)CCCCC1	16	-1	8
83	CC(C)N=C1NN=C(c2cccs2)C(CC(=O)O)S1 (centres undefined)	-21	10	2
84	COc1ccc(C(CC(=O)N2CCCCC2)c2c(OC)cc(OC)c3c(-c4ccccc4)cc(=O)oc23)cc1 (centres undefined)	-6	63*	6
85	CC(C)CCNc1nc(N)c([N+](=O)[O-])c(NCCO)n1	-3	-5	7
86	Cc1ccc(Cn2ncc3c(N4CCN(CCc5ccccc5)CC4)ncnc32)cc1	3	-12	5
87	O=C(OCC(=O)N1CCOCC1)c1cccc(S(=O)(=O)N2CCCc3ccccc32)c1	18	-5	4
88	CN1CCN(c2ccccc2NC(=O)c2cc3c(s2)-c2ccccc2OC3)CC1	8	36	7
89	COc1ccc(/C=N/NC(=O)Cn2cnc3c2c(=O)n(C)c(=O)n3C)c(OC)c1OC	4	3	5
90	NC(=O)c1cc2c(s1)-c1cc(Cl)ccc1SC2	5	-2	6
91	CCCCn1c(SCC(=O)N2CCc3ccccc32)nnc1-c1ccncc1	-15	7	10
92	Cc1ccc(C)c(OCc2ccc(C(=O)NN)o2)c1	-25	-6	6
93	NS(=O)(=O)c1ccc(N=Cc2c(O)n(-c3nccs3)c(=O)c3ccccc23)cc1	13	22	6
94	O=C(C1CCCN(Cc2ccccc2F)C1)N1CCc2ccccc2C1 (centres undefined)	2	40	9
95	Cc1cc(C(=O)OCC(=O)NC(=O)c2cccn2C)c2ccccc2n1	10	17	8
96	O=C(CSc1nc2ccccc2s1)N/N=C/c1ccccc1C(=O)O	-8	16	3
97	Cc1cc(C)cc(Oc2nc3ccccn3c(=O)c2/C=C(\C#N)C(=O)NC2CCS(=O)(=O)C2)c1 (centres undefined)	-9	-6	8
98	CC12CCC(C(=O)N(CCCCN3CCN(Cc4ccccc4)CC3)C1=O)C2(C)C (centres undefined)	10	6	9
99	O=C(c1cc(F)cc2c1OCOC2)N1CCN(c2ccc(F)cc2)CC1	14	15	6
100	COc1ccc(C2CC(=O)C3=C(C2)Nc2ccccc2N(C(=O)CCC(=O)O)C3c2ccc(F)cc2)cc1OC (centres undefined)	2	38	6

# Shown as a hit in Mcl1-Noxa inh, among the entries above:
cpd | SMILES | Mcl1-Noxa inh | Avidin bead fluor
43 | COc1ccc2[nH]c3c(N4CCc5ccccc5C4)ncnc3c2c1 | 62* | 8
66 | Cc1ccc(Nc2cc(C)c3c(O)cccc3n2)cc1C | 54* | 6
84 | COc1ccc(C(CC(=O)N2CCCCC2)c2c(OC)cc(OC)c3c(-c4ccccc4)cc(=O)oc23)cc1 (centres undefined) | 63* | 6

# (list continues)
cpd	Structure	Pf gamet viab	Mcl1-Noxa inh	Avidin bead fluor
101	CC(C)CNc1ncnc2c1cnn2Cc1ccc(Cl)cc1	8	1	6
102	O=c1c(N2CCOCC2)c(N2CCOCC2)c1=O	2	-4	7
103	COc1ccc(Br)cc1/C=N/N1CCN(Cc2ccccc2)CC1	15	6	8
104	Cc1cc(/C=C2\C(=N)N3N=C(CC(=O)N4CCOCC4)SC3=NC2=O)c(C)n1Cc1ccccc1	1	0	4
105	COC(=O)C1=C(C(=O)OC)[C@@H]2N(C)c3ccc(OC)cc3[C@@]23C[C@@H](C(=O)OC)N=C3N1	16	-2	7
106	CC(=C/c1ccco1)/C=N/NC(=O)c1ccncc1	-3	11	8
107	Cc1cc(Cl)ccc1OCC(=O)N/N=C/c1ccc(OC2OC(CO)C(O)C(O)C2O)cc1 (centres undefined)	-7	10	8
108	CN1CCC(CNC(=O)Nc2csc3ccccc23)CC1	12	5	7
109	Cc1nc(CSc2n[nH]c(=O)n2-c2cccc(F)c2)cs1	-5	-2	3
110	C/C=C/c1ccc(OCc2cc(=O)n3cc(C)ccc3n2)c(OC)c1	-13	4	3
111	O=C(NNC(=O)c1nn(-c2ccc(F)cc2)ccc1=O)c1ccc(C(F)(F)F)cc1	4	-8	6
112	CCCC[n+]1ccn(-c2nc3ccccc3nc2[N-]S(=O)(=O)c2ccc(Cl)cc2)c1	-14	-51	7
113	COC(=O)c1c(-c2c(Cl)cccc2Cl)noc1NC(=O)NN1CCCCC1	11	-2	5
114	O=C1NC(C(F)(F)F)(C(F)(F)F)N=C2SC=CN12	-19	-13	5
115	COc1ccc(N(CC(=O)NCCC2=CCCCC2)S(=O)(=O)c2ccccc2)cc1	-9	13	13
116	O=C(Cn1c[n+](CC(=O)c2ccc([N+](=O)[O-])cc2)cn1)c1ccc([N+](=O)[O-])cc1	3&-9	-8&27	8&6
117	Cc1oc(C(N)=O)cc1COc1ccc(C(N)=O)cc1	20	7	6
118	N#CC1=C(N)Oc2c(ccc3cccnc23)C1c1ccncc1 (centres undefined)	-12	-11	9
119	Cc1c(Cl)cccc1NC(=S)NCc1ccco1	-24	-16	7
120	N#CCC(=O)N/N=C/c1cn(Cc2ccccc2C#N)c2ccccc12	10	6	3

# Of the compounds above, two contain bromine:
cpd	Structure	Pf gamet viab	Mcl1-Noxa inh	Avidin bead fluor
22	O=C(CN1CC[n+]2c(-c3ccccc3)csc21)c1ccc(Br)cc1	-11	-35	6
103	COc1ccc(Br)cc1/C=N/N1CCN(Cc2ccccc2)CC1	15	6	8
